EP2 modulator = modulators of human EP2 prostaglandin E2 receptor; induction, % at 25 µM; actives 0.83% (n = 260,000); P43116; EP2-expressing cells, cAMP HTRF FRET, PGE2 co-stimulation;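 active = compounds whose cAMP rise, as percent of the full-agonist control response, exceeds 60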;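 note: rat C6 glioma line stably carrying human EP2 under a CMV promoter; the protocol text gives 20 µM as final concentration; 100% = response of wells given 1 µM PGE2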
Target sequence (P43116 whole entry, looked up): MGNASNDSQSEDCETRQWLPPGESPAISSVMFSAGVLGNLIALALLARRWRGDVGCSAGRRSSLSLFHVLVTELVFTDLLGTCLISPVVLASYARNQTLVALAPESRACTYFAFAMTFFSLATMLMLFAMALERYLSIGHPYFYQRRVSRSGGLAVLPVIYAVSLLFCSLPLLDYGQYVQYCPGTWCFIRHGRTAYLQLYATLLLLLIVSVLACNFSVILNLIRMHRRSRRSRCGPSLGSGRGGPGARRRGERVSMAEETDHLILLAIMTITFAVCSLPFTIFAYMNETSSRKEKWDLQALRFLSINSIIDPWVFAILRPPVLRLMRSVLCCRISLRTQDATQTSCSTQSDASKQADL
EP2 antag = EP2 receptor (human) inhibition; inhibition, % at 25 µM; P43116; C6 glioma cells expressing human EP2, cAMP TR-FRET; cells stimulated with saturating PGE2; actives 0.52% (n = 260,000);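 active = percent inhibition above 40 after rounding to a whole number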;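 note: rat C6 glioma host cells with rolipram phosphodiesterase inhibitor present; the protocol text gives 20 µM as final concentration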
* hit, by the source's call. Only part of the results is shown (hit frequency here may not be typical).

Screening CC1=CC=CC2=NC(=O)CC(C)(C(=O)N(CCc3ccccc3)CC(=O)NC3CCCC3)N12 (configuration not stated) returned EP2 modulator -7.5 and EP2 antag 8.9.
COc1cccc(C(C(=O)NC2CCCC2)N(C(=O)c2ccco2)c2ccc3c(c2)OCO3)c1OC (configuration not stated) was read as EP2 modulator 1.8 and EP2 antag 8.0.
For COc1ccc(N(CCc2ccccn2)S(=O)(=O)c2cn(C)nc2C)cc1 the results were EP2 modulator -61.3 and EP2 antag 4.0.
COc1ccc(C2(NCc3cnc(N4CCCCC4)nc3)CC2)cc1 was read as EP2 modulator -53.0 and EP2 antag 8.5.
Screening COc1cc(OC)cc(C(=O)N(Cc2cc3cc4c(cc3[nH]c2=O)OCCO4)C2CCCCC2)c1 returned EP2 modulator 1.0 and EP2 antag 6.3.
Screening CC(=O)Cn1cnc2c(cnn2-c2ccc(C)c(C)c2)c1=O returned EP2 modulator -25.0 and EP2 antag 6.7.
COc1cc(C2C(C#N)=C(N)OC3=C2C(=O)CC(C)(C)C3)ccc1OCc1ccccc1F (configuration not stated) was read as EP2 modulator -4.3 and EP2 antag 12.1.
O=C(Nc1ccc(Br)cc1)c1cc2cc(Br)ccc2oc1=O was read as EP2 modulator -1.0 and EP2 antag 10.2.
Screening CN(C(=O)c1ccc(Br)cc1)c1nnc(-c2ccncc2)s1 returned EP2 modulator -3.9 and EP2 antag 7.3.
For Cn1c(=O)[nH]c(=O)c2c1nc(N(CCO)CCO)n2Cc1ccc(F)cc1 the results were EP2 modulator -23.2 and EP2 antag 8.9.
`CC(=O)c1ccc(NC(=O)CSc2nnc3c(C)cc4c(C)cc(C)cc4n23)cc1` gave EP2 modulator -14.5 and EP2 antag 8.1.
For Cc1cc(C)c2[nH]c(=O)c(CN(CCc3ccccc3)Cc3nnnn3C3CCCC3)cc2c1 the results were EP2 modulator 46.3 and EP2 antag 5.0.
For CCN(CC)S(=O)(=O)c1ccc(S(=O)(=O)N2CCN(Cc3ccccc3)CC2)cc1 the results were EP2 modulator 14.2 and EP2 antag 11.9.
CCOc1ccc2[nH]c(=O)c(CN(C(=O)N3CCOCC3)C3CC3)cc2c1 was read as EP2 modulator 14.4 and EP2 antag 24.2.
Screening CC(Cn1c(C(C)C)nc2ccccc21)C(=O)O (configuration not stated) returned EP2 modulator 5.0 and EP2 antag 5.3.
CCn1c(=O)c(C(=O)NCCCc2ccccc2)c(O)c2ccccc21 was read as EP2 modulator 58.9 and EP2 antag 15.6.
CCc1cc2cc3c(cc2nc1SCC(=O)NC1CCCC1)OCCO3 was read as EP2 modulator 30.3 and EP2 antag 10.4.
Screening CC(C)c1nc(SCC(=O)Nc2nccs2)c2ccccc2n1 returned EP2 modulator -27.5 and EP2 antag 16.4.
For C=CCN(C(=O)c1csnn1)C(C(=O)NC(C)(C)CC)c1ccccc1 (configuration not stated) the results were EP2 modulator 13.7 and EP2 antag 8.2.
CCc1n(CC)c2ccccc2[n+]1CC(O)COc1ccc(C)cc1 (configuration not stated) was read as EP2 modulator -2.2 and EP2 antag 6.7.
`Cc1ccc(C2(C(F)(F)F)NC(=O)C3=C(CC(C)(C)CC3=O)O2)cc1` (configuration not stated) gave EP2 modulator 7.5 and EP2 antag 10.7.
`CCCOc1cccc(C2C(C(=O)c3ccco3)=C(O)C(=O)N2Cc2cccnc2)c1` (configuration not stated) gave EP2 modulator 11.7 and EP2 antag 12.4.
O=C(NCCNCC(O)COc1ccc(O)cc1)N1CCOCC1 (configuration not stated) was read as EP2 modulator 21.1 and EP2 antag 12.5.
`O=[N+]([O-])c1ccc(Nc2cccc3ccccc23)nc1` gave EP2 modulator -72.0 and EP2 antag 14.5.
For Cc1cc(C)c2[nH]c(=O)c(CN(CC3CCCO3)C(=O)Nc3ccc(F)cc3)cc2c1 (configuration not stated) the results were EP2 modulator 10.4 and EP2 antag 9.2.
O=C(CN1CCOCC1)Nc1sc2c(c1C(=O)c1ccc(Cl)cc1)CCC2 was read as EP2 modulator 62.4* and EP2 antag 16.4.
Cc1c2ccccc2c(CSC(=N)N)c2ccccc12 was read as EP2 modulator 16.7 and EP2 antag 12.0.
CCc1nn(CC(=O)NCCc2ccccc2OC)c(=O)c2cc3occc3n12 was read as EP2 modulator -35.5 and EP2 antag 10.4.
COc1cc(OC)c(OC)cc1CNCCNC(=O)c1cccs1 was read as EP2 modulator -7.8 and EP2 antag 6.5.
For Cc1ccc(C(C(=O)NC2CCCCC2)N(Cc2ccc3c(c2)OCO3)C(=O)c2ccco2)cc1 (configuration not stated) the results were EP2 modulator 45.5 and EP2 antag 7.4.
`CCc1ccc2[nH]c(=O)c(C(c3nnnn3C3CCCC3)N3CCc4ccccc4C3)cc2c1` (configuration not stated) gave EP2 modulator 5.0 and EP2 antag 7.7.
`COc1ccc2c(c1)Cc1cc(N=[N+]([O-])c3ccc4c(c3)Cc3cc(OC)ccc3-4)ccc1-2` gave EP2 modulator -79.8 and EP2 antag 113.6*.
`COc1ccc2nc(SCC(=O)NC3CCCCC3C)c(C#N)cc2c1` (configuration not stated) gave EP2 modulator -32.3 and EP2 antag 12.1.
For OC/C=C/c1ccc(O)c(O)c1 the results were EP2 modulator 11.0 and EP2 antag 8.0.
Screening Cc1ccc2c(c1)cc(C)c1nn(CC(=O)N3CCCC3)c(=O)n12 returned EP2 modulator -6.2 and EP2 antag 4.6.
`NC(=O)Cn1nc(C(F)(F)F)c2cccn2c1=O` gave EP2 modulator -2.5 and EP2 antag 7.8.
For Cc1sc2nc(SCC(=O)Nc3ccc(F)cc3)[nH]c(=O)c2c1C the results were EP2 modulator -72.0 and EP2 antag 21.8.
C=CCSc1nc2c(c(=O)n(C)c(=O)n2C)n1Cc1ccccc1Cl was read as EP2 modulator 93.0* and EP2 antag 7.8.
For COc1ccc(NC(=O)c2cc(-c3ccc(C)cc3)on2)cc1 the results were EP2 modulator -24.4 and EP2 antag 7.5.
`CCn1c(SCC(=O)Nc2ccc(Cl)cc2)nnc1C1CCCCC1` gave EP2 modulator 13.1 and EP2 antag 16.6.
Cc1ccc(-n2ncc3c2CC(C)(C)CC3NC(=O)CCn2nc(C)cc2C)cc1 (configuration not stated) was read as EP2 modulator -18.6 and EP2 antag 8.8.
Screening CCCC(=O)Nc1sc(C(=O)Nc2cccc(C)c2C)c(C)c1C(=O)OC returned EP2 modulator 15.4 and EP2 antag 13.3.
Screening CCc1nc(N)c(C#N)c(-c2ccc(OC)cc2)c1C returned EP2 modulator -22.1 and EP2 antag 9.9.
For CNC(=O)c1cc2c(=O)n3ccccc3nc2n(C2CCCCC2)c1=N the results were EP2 modulator -4.7 and EP2 antag 7.5.
COc1ccc(OCCCNCc2cc3c(C)nn(-c4ccccc4)c3[nH]c2=O)cc1 was read as EP2 modulator -71.3 and EP2 antag 12.0.
Screening Cc1csc(NC(=O)CSc2nnc(-c3ccccc3C)n2C)n1 returned EP2 modulator -24.5 and EP2 antag 5.8.
For COc1cccc(/C(O)=C2/C(=O)C(=O)N(CCN(C)C)C2c2ccc(O)c(OC)c2)c1 (configuration not stated) the results were EP2 modulator -14.6 and EP2 antag 9.4.
For CCC(C)(C)NC(=O)C(c1ccccn1)N(Cc1ccccc1)C(=O)c1csnn1 (configuration not stated) the results were EP2 modulator -7.6 and EP2 antag 15.3.
`COc1cc2cc(CN(Cc3cccs3)C(=O)Nc3ccccc3Cl)c(=O)[nH]c2cc1OC` gave EP2 modulator 18.7 and EP2 antag 7.0.
Screening CCCN(CC)c1nc2c(C)cccn2c(=O)c1/C=C1\SC(=S)N(CC2CCCO2)C1=O (configuration not stated) returned EP2 modulator -12.3 and EP2 antag 10.2.
`COc1ccc(NC(=O)c2ccco2)cc1NC(=O)c1ccc(C)c(Cl)c1` gave EP2 modulator -21.1 and EP2 antag 6.0.
`O=C(CSc1nnc(-c2ccncc2)n1Cc1ccco1)Nc1cccc2ccccc12` gave EP2 modulator -43.8 and EP2 antag 9.4.
For COc1ccc(S(=O)(=O)N2CCC(C(=O)N(C)Cc3ccccc3)CC2)cc1C the results were EP2 modulator -0.9 and EP2 antag 3.8.
For CCn1nnnc1SCC(=O)Nc1cc(C)ccc1OC the results were EP2 modulator -2.2 and EP2 antag 11.7.
COc1cccc(-c2nc3cnccn3c2NC2CCCC2)c1OC was read as EP2 modulator -57.1 and EP2 antag 11.0.
COCCCN1C(=O)C(=O)/C(=C(\O)c2cccc(OC)c2)C1c1ccco1 (configuration not stated) was read as EP2 modulator -21.5 and EP2 antag 7.4.
`O=C(NCC1CCCO1)C(=O)Nc1cc(Cl)cc(Cl)c1` (configuration not stated) gave EP2 modulator -89.4 and EP2 antag 6.2.
COCCn1c(SCC(=O)NNC(=O)C2CCCCC2)nnc1-c1ccc(OC)cc1 was read as EP2 modulator -5.3 and EP2 antag 7.2.
Screening O=C(O)CC12C[C@@H]3C[C@@H](CC(O)(C3)C1)C2 returned EP2 modulator 9.3 and EP2 antag 14.7.
`COC(=O)[C@H]1CN(C(=O)c2cnn3cccnc23)C[C@@H]1c1ccc(F)cc1` gave EP2 modulator 10.8 and EP2 antag 4.1.
`CCC(C)(C)n1nnnc1C(c1ccc2ncccc2c1)N1CCN(c2cccc(C)c2C)CC1` (configuration not stated) gave EP2 modulator 40.2 and EP2 antag 11.7.
COc1cc(C2NC(=O)NC3=C2C(=O)N(CCN2CCCC2)C3)ccc1O (configuration not stated) was read as EP2 modulator 12.3 and EP2 antag 7.4.
For c1ccc2c(c1)COC(CCN1CCN(CCC3OCc4ccccc4CO3)CC1)OC2 the results were EP2 modulator 9.2 and EP2 antag 5.2.
CCN1CCN(C(=O)C2CCN(S(=O)(=O)c3ccccc3)CC2)CC1 was read as EP2 modulator -2.1 and EP2 antag 0.9.
CCCNc1ncnc2[nH]ncc12 was read as EP2 modulator 27.0 and EP2 antag 10.4.
For CC(=O)c1ccccc1OCC(O)Cn1c(C)nc2ccccc21 (configuration not stated) the results were EP2 modulator -4.1 and EP2 antag 6.2.
`COc1ccc(C)cc1S(=O)(=O)NCC1CCCO1` (configuration not stated) gave EP2 modulator 4.1 and EP2 antag 10.0.
`NCc1n[nH]c(=O)c2ccccc12` gave EP2 modulator -15.6 and EP2 antag 15.3.
CC1(C)Cc2c(C#N)c(SC(C(=O)O)c3ccccc3)nc(N3CCOCC3)c2CO1 (configuration not stated) was read as EP2 modulator 3.0 and EP2 antag 8.9.
`CCC1CCc2nc3sc(C(=O)NC(C)C)c(N)c3cc2C1` (configuration not stated) gave EP2 modulator -21.2 and EP2 antag 9.3.
Cc1ccc2[nH]c(=O)c(CN(CCN3CCOCC3)Cc3nnnn3Cc3ccc(F)cc3)cc2c1 was read as EP2 modulator -0.7 and EP2 antag 8.8.
For CCc1nnc2sc(-c3ccc(NC(=O)C(C)(C)C)cc3)nn12 the results were EP2 modulator -6.3 and EP2 antag 1.8.
Screening O=C(CCCCCCCCCCCCC1CCCC1)Nc1ccc(S(=O)(=O)c2ccc(NC(=O)CCCCCCCCCCCCC3CCCC3)cc2)cc1 returned EP2 modulator 8.4 and EP2 antag 16.9.
Cc1ccccc1OCCCCn1c(CCCO)nc2ccccc21 was read as EP2 modulator -49.3 and EP2 antag 14.2.
For CCSc1nnc(-c2ccncc2)n1C the results were EP2 modulator -19.6 and EP2 antag 14.5.
`CCN1CC=C2C(C#N)=C(N)C(C#N)(C#N)C(c3ccc(F)cc3)C2C1` (configuration not stated) gave EP2 modulator -9.5 and EP2 antag 11.4.
`O=C(CN1C(=O)[C@H]2CCCN2C(=O)c2ccccc21)Nc1ccc(F)cc1` gave EP2 modulator 16.4 and EP2 antag 5.2.
Screening COc1ccc(CN(Cc2ccc(-n3cccn3)cc2)CC2CCCO2)cc1OC (configuration not stated) returned EP2 modulator -36.4 and EP2 antag 6.5.
Screening O=C(CSc1nnc(-c2cccnc2)n1-c1ccc(Cl)cc1)NC1CCCC1 returned EP2 modulator 23.5 and EP2 antag 25.1.
`COc1ccc2c(c1)Cc1sc(NC(=O)c3ccc(Cl)cc3)nc1-2` gave EP2 modulator 9.5 and EP2 antag 7.8.
Screening Cc1nc(C)n(CCNC(=O)c2[nH]c3c(Cl)cccc3c2C)n1 returned EP2 modulator -47.4 and EP2 antag 10.1.

Looked up one by one from above, 2 records:
Cc1ccccc1OCCCCn1c(CCCO)nc2ccccc21 was read as EP2 modulator -49.3 and EP2 antag 14.2.
`O=C(CN1C(=O)[C@H]2CCCN2C(=O)c2ccccc21)Nc1ccc(F)cc1` gave EP2 modulator 16.4 and EP2 antag 5.2.

Structural class: the compounds so far containing fluorine
COc1cc(C2C(C#N)=C(N)OC3=C2C(=O)CC(C)(C)C3)ccc1OCc1ccccc1F (configuration not stated) was read as EP2 modulator -4.3 and EP2 antag 12.1.
For Cn1c(=O)[nH]c(=O)c2c1nc(N(CCO)CCO)n2Cc1ccc(F)cc1 the results were EP2 modulator -23.2 and EP2 antag 8.9.
`Cc1ccc(C2(C(F)(F)F)NC(=O)C3=C(CC(C)(C)CC3=O)O2)cc1` (configuration not stated) gave EP2 modulator 7.5 and EP2 antag 10.7.
For Cc1cc(C)c2[nH]c(=O)c(CN(CC3CCCO3)C(=O)Nc3ccc(F)cc3)cc2c1 (configuration not stated) the results were EP2 modulator 10.4 and EP2 antag 9.2.
`NC(=O)Cn1nc(C(F)(F)F)c2cccn2c1=O` gave EP2 modulator -2.5 and EP2 antag 7.8.
For Cc1sc2nc(SCC(=O)Nc3ccc(F)cc3)[nH]c(=O)c2c1C the results were EP2 modulator -72.0 and EP2 antag 21.8.
`COC(=O)[C@H]1CN(C(=O)c2cnn3cccnc23)C[C@@H]1c1ccc(F)cc1` gave EP2 modulator 10.8 and EP2 antag 4.1.
Cc1ccc2[nH]c(=O)c(CN(CCN3CCOCC3)Cc3nnnn3Cc3ccc(F)cc3)cc2c1 was read as EP2 modulator -0.7 and EP2 antag 8.8.
`CCN1CC=C2C(C#N)=C(N)C(C#N)(C#N)C(c3ccc(F)cc3)C2C1` (configuration not stated) gave EP2 modulator -9.5 and EP2 antag 11.4.
`O=C(CN1C(=O)[C@H]2CCCN2C(=O)c2ccccc21)Nc1ccc(F)cc1` gave EP2 modulator 16.4 and EP2 antag 5.2.
